TAG inh – inhibitors of triacylglycerol accumulation | H9c2 cells, Nile Red lipid (TAG) fluorescence; cells loaded with 200 µM oleic acid | inhibition, % at 12.5 µM | AID 651582 | 230,000 compounds, 0.66% hits;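 active means pattern-corrected inhibition of lipid staining of at least 50% with the nuclear-stain viability signal not falling by more than 50%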;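 further: 0% = DMSO wells and 100% = triacsin C control wells; some results filed as inactive read as strong as hits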
TAG inh DAPI viability – also measured in TAG inh; calls as there; DAPI nuclei signal change (viability), lower = more cytotoxic, %;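 whole-well DAPI fluorescence read on a plate reader as a viability signal; minus 50 percent equals half of cells still viable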
* marks the source's active call; other numbers are inactive results; & = joins results of further samples. An excerpt, so the mix of outcomes need not match the whole.

SMILES	TAG inh	TAG inh DAPI viability
CSc1ccc(Cn2nnc(C(=O)NCc3ccccc3)c2N)cc1	-20.2	-7.5
COc1cccc(N2CCN(CC(=O)Nc3ccc(S(=O)(=O)N4CCCCCC4)cc3)CC2)c1	-1.2	1.1
CN1CCN(Cc2nc(-c3cccs3)no2)CC1c1ccccc1 (stereo not given)	-11.7	-2.2
COc1ccc(S(=O)(=O)N2CCCCCC2)cc1N	-2.6	-1.9
CN(C(=O)c1cccc(NC(=O)Cc2ccc(NC(=O)C3CCN(C(=O)c4ccccc4)CC3)cc2)c1)C1CCCCC1	1.7	-3.9
CCN(CC(=O)N1CCOCC1)S(=O)(=O)c1ccc(C)cc1	8.4	-3.5
Cc1ccc(C)c(C(=O)CSc2nc3ccccc3c(=O)[nH]2)c1	-3.1	1.3
Cc1ccc(C)c(SCC(=O)NC2CCS(=O)(=O)C2)c1 (stereo not given)	-25.6	9.3
CSc1nc(C)c(CCOC(=O)c2cccc(Cl)c2)c(=O)[nH]1	-13.1	6.2
CCCCN(C)C(=O)c1nc2ccccn2c1CN1CCN(c2ncccn2)CC1	9.4	-1.6
COc1cccc(NC(=O)Cc2nnc(SCCOc3ccccc3)n2C)c1	-9.5	-5.7
Cn1c2c(c(=O)c3ccccc31)CCCC2	6.2	-4.8
NC(N)=NS(=O)(=O)c1ccc(NC(=S)NC(=O)c2ccc3c(c2)OCO3)cc1	-7.4	4.9
Cc1ccc(C(=O)Cn2c(C(=O)O)cc3ccccc32)cc1	14.0	-6.9
Cc1nnc2ccc(-c3cccc(NC(=O)Cc4cccs4)c3)nn12	16.9	3.7
CCOc1ccccc1NC(=O)CN1C(=O)COc2ccccc21	-11.3	-0.3
Cn1nc(C(F)(F)F)c(-c2ccc(F)cc2)c1NC(=O)c1cccnc1	-13.1	6.3
Cc1ccccc1-n1c(SCc2cc(=O)n3ccccc3n2)nc2[nH]ncc2c1=O	-4.2	4.8
C[C@@H]1CN([C@@H](C)CO)S(=O)(=O)c2ccc(Br)cc2O[C@H]1CN(C)C(=O)c1cccc(F)c1	0.5	1.8
Cc1ccc([C@H]2N[C@]3(CCCN(Cc4ccco4)C3=O)[C@H]3C(=O)N(Cc4ccccc4)C(=O)[C@@H]23)cc1	-4.0	0.1
CCn1c(CC(=O)Nc2ccccc2)nnc1SCC(=O)N1CCOCC1	11.1	0.3
COc1ccc(C(=O)Nc2cc3c4c(c2)CC(=O)N4CCC3)cc1	15.7	-3.2
COc1ccc(N2CCN(S(=O)(=O)CCNC(=O)c3ccco3)CC2)cc1	-17.3	8.2
COC(=O)c1cc(C(=O)OCC(=O)NCc2cccs2)cc([N+](=O)[O-])c1	9.1	0.6
CCCc1ncc(C(O)c2cccc3ccccc23)n1C (stereo not given)	-13.1	8.8
O=C(CSc1nnc(CNC(=O)c2ccccc2)o1)Nc1ccc2c(c1)OCO2	-8.1	-2.4
O=C(O)COCC(=O)Nc1ccc(OCCc2ccccc2)cc1	3.5	0.5
Cc1ccc(S(=O)(=O)NCC(=O)OCCOc2ccc(Br)cc2)cc1	-1.0	-1.2
O=C(O)c1cccc(-c2csc(C(O)c3ccccc3)n2)c1 (stereo not given)	-9.5	1.9
Cc1cccc(C(=O)OCC(=O)N(CC(C)C)c2c(N)n(Cc3ccccc3)c(=O)[nH]c2=O)c1O	-13.9	2.9

Arranged by molar mass (highest first): 3 of the compounds above
SMILES	TAG inh	TAG inh DAPI viability
Cc1ccc([C@H]2N[C@]3(CCCN(Cc4ccco4)C3=O)[C@H]3C(=O)N(Cc4ccccc4)C(=O)[C@@H]23)cc1	-4.0	0.1
COC(=O)c1cc(C(=O)OCC(=O)NCc2cccs2)cc([N+](=O)[O-])c1	9.1	0.6
Cn1nc(C(F)(F)F)c(-c2ccc(F)cc2)c1NC(=O)c1cccnc1	-13.1	6.3

Another view of 28 compounds above:
SMILES,TAG inh,TAG inh DAPI viability
CN1CCN(Cc2nc(-c3cccs3)no2)CC1c1ccccc1 (stereo not given),-11.7,-2.2
COc1ccc(S(=O)(=O)N2CCCCCC2)cc1N,-2.6,-1.9
CN(C(=O)c1cccc(NC(=O)Cc2ccc(NC(=O)C3CCN(C(=O)c4ccccc4)CC3)cc2)c1)C1CCCCC1,1.7,-3.9
CCN(CC(=O)N1CCOCC1)S(=O)(=O)c1ccc(C)cc1,8.4,-3.5
Cc1ccc(C)c(C(=O)CSc2nc3ccccc3c(=O)[nH]2)c1,-3.1,1.3
Cc1ccc(C)c(SCC(=O)NC2CCS(=O)(=O)C2)c1 (stereo not given),-25.6,9.3
CSc1nc(C)c(CCOC(=O)c2cccc(Cl)c2)c(=O)[nH]1,-13.1,6.2
CCCCN(C)C(=O)c1nc2ccccn2c1CN1CCN(c2ncccn2)CC1,9.4,-1.6
COc1cccc(NC(=O)Cc2nnc(SCCOc3ccccc3)n2C)c1,-9.5,-5.7
Cn1c2c(c(=O)c3ccccc31)CCCC2,6.2,-4.8
NC(N)=NS(=O)(=O)c1ccc(NC(=S)NC(=O)c2ccc3c(c2)OCO3)cc1,-7.4,4.9
Cc1ccc(C(=O)Cn2c(C(=O)O)cc3ccccc32)cc1,14.0,-6.9
Cc1nnc2ccc(-c3cccc(NC(=O)Cc4cccs4)c3)nn12,16.9,3.7
CCOc1ccccc1NC(=O)CN1C(=O)COc2ccccc21,-11.3,-0.3
Cn1nc(C(F)(F)F)c(-c2ccc(F)cc2)c1NC(=O)c1cccnc1,-13.1,6.3
Cc1ccccc1-n1c(SCc2cc(=O)n3ccccc3n2)nc2[nH]ncc2c1=O,-4.2,4.8
C[C@@H]1CN([C@@H](C)CO)S(=O)(=O)c2ccc(Br)cc2O[C@H]1CN(C)C(=O)c1cccc(F)c1,0.5,1.8
Cc1ccc([C@H]2N[C@]3(CCCN(Cc4ccco4)C3=O)[C@H]3C(=O)N(Cc4ccccc4)C(=O)[C@@H]23)cc1,-4.0,0.1
CCn1c(CC(=O)Nc2ccccc2)nnc1SCC(=O)N1CCOCC1,11.1,0.3
COc1ccc(C(=O)Nc2cc3c4c(c2)CC(=O)N4CCC3)cc1,15.7,-3.2
COc1ccc(N2CCN(S(=O)(=O)CCNC(=O)c3ccco3)CC2)cc1,-17.3,8.2
COC(=O)c1cc(C(=O)OCC(=O)NCc2cccs2)cc([N+](=O)[O-])c1,9.1,0.6
CCCc1ncc(C(O)c2cccc3ccccc23)n1C (stereo not given),-13.1,8.8
O=C(CSc1nnc(CNC(=O)c2ccccc2)o1)Nc1ccc2c(c1)OCO2,-8.1,-2.4
O=C(O)COCC(=O)Nc1ccc(OCCc2ccccc2)cc1,3.5,0.5
Cc1ccc(S(=O)(=O)NCC(=O)OCCOc2ccc(Br)cc2)cc1,-1.0,-1.2
O=C(O)c1cccc(-c2csc(C(O)c3ccccc3)n2)c1 (stereo not given),-9.5,1.9
Cc1cccc(C(=O)OCC(=O)N(CC(C)C)c2c(N)n(Cc3ccccc3)c(=O)[nH]c2=O)c1O,-13.9,2.9

(more compounds)
SMILES	TAG inh	TAG inh DAPI viability
Cc1ccc(-c2nnn(CC(=O)NCc3ccccc3)n2)c(-n2cnnn2)c1	9.9	-5.5
C#CCOCCOCCOCCNc1nc(N2CCN(C(=O)[C@H]([C@@H](C)CC)n3cc([C@@H](N)Cc4ccc(O)cc4)nn3)CC2)nc(N2CCN(C(=O)[C@H](Cc3ccc(O)cc3)n3cc([C@@H](N)C(C)CC)nn3)CC2)n1 (stereo not given in full)	-17.9	22.6
Cc1ccccc1Nc1nc(N)nc(CN2CCN(c3ccccn3)CC2)n1	-10.2	0.7
COC(=O)CCNCCSc1nnc(-c2ccco2)n1Cc1ccccc1	-1.2	3.2
Cc1ccccc1S(=O)(=O)NC(=O)C1(C)CCN1C(=O)C1(c2ccccc2)CCCC1 (stereo not given)	1.6	1.6
Cc1cc([N+](=O)[O-])nn1CCCC(=O)Nc1c(C)n(C)n(-c2ccccc2)c1=O	12.6	-5.9
COC(=O)c1sc(C(C)(C)C)cc1CS(=O)(=O)c1ccc(Cl)cc1	2.2	4.2
COc1ccc(Nc2cc(C(=O)NCCCN3CCN(C)CC3)c3ccccc3n2)c(OC)c1	3.0	9.7
O=C(CCCn1c(SCC(=O)c2ccc(F)cc2)nc2ccccc2c1=O)NCc1ccco1	9.4	12.8
COc1ccc(N2C(=O)CCC(C(=O)NCCN3CCOCC3)C2c2ccc(OC)c(OC)c2)cc1 (stereo not given)	-3.3	-11.0
CCN(CC)S(=O)(=O)c1cccc(-c2nnc(SCC(N)=O)n2N)c1	-4.3	6.7
COC(=O)c1ccc(Cn2c(C)c(C(=O)Nc3cccc(Oc4ccccc4)c3)sc2=O)o1	-3.9	1.5
Cn1nc(C(C)(C)C)cc1C(=O)NNC(=O)c1ccccc1Cl	-6.5	-3.6
CC1(C)Cc2cccc(OCC(=O)OCC(=O)Nc3ccc(C(N)=O)cc3)c2O1	-0.7	-0.6
CN(CC(=O)Nc1ccc(F)c(F)c1F)C(=O)CC1OC(=O)c2ccccc21 (stereo not given)	1.1	1.0
O=C(NC(=S)NCc1nc2ccccc2[nH]1)c1ccc(F)cc1	-1.3	8.2
COC(=O)COc1ccc(NS(=O)(=O)c2cccc([N+](=O)[O-])c2)cc1	-5.5	8.4
Cn1c(=O)oc2cc(S(=O)(=O)N3CCN(c4ccccc4)CC3)ccc21	-11.1	-1.0
Cc1nn(-c2ccc(C(=O)N3CCN(S(=O)(=O)c4ccccc4C(F)(F)F)CC3)cc2)c(C)c1Cl	7.3	-3.9
Cc1ccccc1C(OCCN(C)C)c1ccccc1 (stereo not given)	19.9&11.8	-0.1&-12.4
O=C(CSc1nc2ccccc2[nH]1)Nc1c(F)c(F)c(F)c(F)c1F	1.3	4.5
O=C(CNC(=O)c1ccccc1)OCCCOC(=O)CNC(=O)c1ccccc1	9.8	-6.6
O=C(Cc1coc2cc(O)ccc12)N1CCN(S(=O)(=O)c2ccc(Br)cc2)CC1	-13.9	2.0
COc1ccc(-c2cc3nc(NCC4CCCCC4)n(C)c(=O)c3s2)cc1OC	5.0	6.6
CNC(=S)NNC(=O)c1ccccc1F	-3.5	4.1
O=C1SCCN1N=Cc1ccc([N+](=O)[O-])o1	-4.9	1.4
O=C(COC(=O)Cc1ccc(F)cc1)NC1CCCCC1	2.0	-6.4
CC(C)c1ccc(NC(=O)c2sccc2-n2cccc2)cc1	0.3	-10.2
CC(=O)Nc1cccc(NC(=O)c2c(-c3ccccc3)noc2C)c1	-12.6	-6.3
CC(C)Cc1ccc(C(C)C(=O)Nc2ncccn2)cc1 (stereo not given)	-8.7	4.1
Cc1sc2ncn(CC(=O)NCc3ccco3)c(=O)c2c1-c1ccccc1	-13.4	8.7
O=C(N/N=C/c1cccnc1)c1cc(-c2ccccc2OCc2ccccc2)n[nH]1	-15.6	14.5
CC(NC(=O)c1cc2c(=O)n(C)c3ccccc3c2n1C)c1ccc2c(c1)OCCO2 (stereo not given)	33.0	2.3
CCCn1nnc(NC(=O)c2ccc3ccccc3c2)n1	2.7	-0.1
CCOC(=O)c1cnc2c(N=Nc3ccccc3)c(N)nn2c1N	2.9	-14.0
CCCc1[nH]nc2c1C(CCc1ccccc1)C(C#N)=C(N)O2 (stereo not given)	-0.4	-5.5
Cn1cc(Cl)c(/C=C(\C#N)S(=O)(=O)c2ccccc2)n1	-4.5	-0.8
CCCCNC(=O)c1cc2cccc([N+](=O)[O-])c2[nH]1	-1.6	-5.3
O=C(Oc1nsnc1N1CCCCC1)N1CCOCC1	-36.4	-2.9
Cc1ccc(-c2cnc(NC(=O)CCC(=O)N3CCCCC3)n2C)cc1	19.3	1.0
C[C@]12c3[nH]c4ccc(Cl)cc4c3CCN1C(=O)[C@@H](CC(=O)NCc1cccc(C(F)(F)F)c1)C[C@@H]2C(=O)N1CCOCC1	29.1	-1.8
CCN(CC)c1ccc(/C=N/NC(=O)c2ccoc2C)cc1	-1.2	1.6
O=C(N/C(=C/c1cccc(Br)c1)C(=O)N1CCCCC1)c1ccco1	1.9	-1.3
COc1ccc(N2CCN(C(=O)COC(=O)c3oc4ccc(OC)cc4c3C)CC2)cc1	1.3	-2.9
CC(C)NC(=O)C1(C)CCN1C(=O)c1cccc(F)c1 (stereo not given)	-6.2	-12.0
COc1cc(CO)ccc1OCC(=O)Nc1cccc2ccccc12	3.3	-5.1
O=C(c1ccc2ccccc2n1)N1CCN(c2ccccc2O)CC1	-10.7	1.1
CN1C(=O)/C(=C/c2ccc3c(c2)OCO3)N=C1c1ccccc1	17.3	-6.9
Cc1ccc(-c2nnc(SCC(=O)CC(=O)Nc3ccccc3)n2C)cc1	9.1	-11.7
CCOCc1cc(CN2CCC(n3nccc3NC(=O)C3CC3)CC2)ccc1OC	12.8	0.1
Cc1ccc(S(=O)(=O)N2CCN(C(=O)c3ccc(N4CCC(C)CC4)c([N+](=O)[O-])c3)CC2)cc1	-13.2	-2.0
C/C(=N\NS(C)(=O)=O)c1ccccc1	-3.4	10.2
O=C(NCc1ccccc1CN1CCCC1)C1CCN(S(=O)(=O)c2ccc(Cl)cc2)CC1	-0.1	0.4
O=C(Nc1ccc(C(=O)N2CCOCC2)cc1)c1cccc([N+](=O)[O-])c1	3.6	-12.1
O=C(NCCc1cn2ccsc2n1)C1CCCCC1	-2.0	0.8
O=C1Cc2cc(S(=O)(=O)N3CCN(c4cccc(Cl)c4)CC3)ccc2N1	12.7	5.6
Cc1cccc(C)c1OCCOC(=O)c1cccc(S(=O)(=O)N2CCOCC2)c1	-2.8	-5.3
O=C1C(Cl)=C(Nc2ccc(O)cc2)C(=O)c2ccccc21	5.2	-19.0
OC(COc1ccccc1)CN1CCN(c2ccccc2)CC1 (stereo not given)	8.6	-5.5
CCS(=O)(=O)NCc1csc(-c2ccccc2)n1	-8.6	0.4
CC(C)(C)Nc1nc2ccc([N+](=O)[O-])cc2o1	-3.0	-0.7
CC(=O)c1cccc(NC(=S)NCc2ccccc2)c1	-8.0	-0.2
